N370S GC – qHTS Assay for Inhibitors and Activators of N370S glucocerebrosidase as a Potential Chaperone Treatment of Gaucher Disease | Lysosomal acid glucosylceramidase (Homo sapiens), P04062 | N370S GC spleen homogenate, 4MU-glucoside fluorescence | Potency, µM (doses to about 59.4 µM), without a hit: at the highest dose activity change, negative = inhibition, hits mostly inhibitors | 330,000 compounds, 0.092% hits;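 further: 0% = full enzyme activity and -100% = no enzyme basal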
FEN1 inh – qHTS Assay for the Inhibitors of Human Flap endonuclease 1 (FEN1). Recombinant FEN1 flap cleavage, fluorescence, 15 min. 390,000 compounds, 0.35% hits. P39748. Potency, µM (titrated, usually from 114 µM), for inactives: top-dose activity change, negative = inhibition, most hits filed as inhibitors; further: nearly all actives have a fitted effect of over 65% in size
Target sequence (P39748 whole entry, looked up): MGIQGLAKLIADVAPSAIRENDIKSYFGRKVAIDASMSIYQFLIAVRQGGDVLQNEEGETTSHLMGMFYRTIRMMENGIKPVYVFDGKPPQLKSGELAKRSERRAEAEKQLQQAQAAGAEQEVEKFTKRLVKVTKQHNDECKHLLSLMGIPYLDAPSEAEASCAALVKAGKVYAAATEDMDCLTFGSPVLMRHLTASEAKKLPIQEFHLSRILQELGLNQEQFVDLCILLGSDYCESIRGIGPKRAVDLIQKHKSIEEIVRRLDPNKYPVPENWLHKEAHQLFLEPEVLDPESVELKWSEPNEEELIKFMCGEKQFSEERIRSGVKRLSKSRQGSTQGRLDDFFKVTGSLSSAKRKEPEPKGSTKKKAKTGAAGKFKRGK
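In this screen, 50 nM flap DNA substrate was added to 10 nM FEN1 pretreated with compound for 15 min at room temperature; cleavage was followed with reads at 0 and 15 min, and Hill fitting gave concentration–response parameters.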
TDP1 block – qHTS Assay for Inhibitors of Tyrosyl-DNA Phosphodiesterase (TDP1) | Tyrosyl-DNA phosphodiesterase 1 (Homo sapiens), Q9NUW8 | recombinant TDP1, AlphaScreen DNA substrate cleavage | Potency, µM (doses to about 130 µM), without a hit: top-dose activity change, negative = inhibition, most hits filed as inhibitors | 350,000 compounds, 0.28% hits | AID 485290, 2010; further: nearly all actives have a fitted effect of over 40% in size
Target sequence (Q9NUW8 whole entry, looked up): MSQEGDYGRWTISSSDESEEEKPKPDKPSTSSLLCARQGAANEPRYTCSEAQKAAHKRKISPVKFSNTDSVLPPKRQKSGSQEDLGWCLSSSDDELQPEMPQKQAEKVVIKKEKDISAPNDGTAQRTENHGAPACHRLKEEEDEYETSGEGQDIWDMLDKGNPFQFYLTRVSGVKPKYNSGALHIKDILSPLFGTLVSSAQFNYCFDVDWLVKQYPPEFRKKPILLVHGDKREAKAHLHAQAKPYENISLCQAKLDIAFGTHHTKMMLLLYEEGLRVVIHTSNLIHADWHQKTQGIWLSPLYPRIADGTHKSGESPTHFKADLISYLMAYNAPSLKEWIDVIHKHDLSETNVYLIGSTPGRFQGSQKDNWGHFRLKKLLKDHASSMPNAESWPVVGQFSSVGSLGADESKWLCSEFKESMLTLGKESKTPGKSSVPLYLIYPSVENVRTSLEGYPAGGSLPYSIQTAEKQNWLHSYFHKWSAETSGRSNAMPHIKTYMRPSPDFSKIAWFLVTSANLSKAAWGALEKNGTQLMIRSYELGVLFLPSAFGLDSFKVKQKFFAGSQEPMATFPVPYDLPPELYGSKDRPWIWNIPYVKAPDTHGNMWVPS
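Recombinant human Tdp1 (E. coli-expressed, 1 nM final) preincubated with compounds 15 min at room temperature, then 5'-biotin/3'-phosphotyrosine-FITC DNA substrate (15 nM final) added for 5 min. AlphaScreen beads (10 ug/ml final) added 10 min; cleavage lowers signal.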
Active calls of the source: *; ? = inconclusive; . = not tested or not shown; & = joins results of further samples; [ ] = remark or other dose. The call rests on the fitted dose curve; in most records, active means well fitted curve in the direction sought with a large enough effect; inconclusive means small, poorly fitted or top-dose-only effect, or another doubt; inactive means no such curve, though single readings can be large; an effect the other way counts as inactive or inconclusive. Unless noted, on the % scale 0 is the no-effect control and ±100 the full control effect; potency means the concentration at half of the fitted maximal effect.

Preview (five entries):
The line under a structure holds: N370S GC | FEN1 inh | TDP1 block
> CCn1c(=O)c2sccc2n(Cc2cccc(C)c2)c1=O
 : -4% | -7% | .
> Cc1ccc2nc(Nc3cccc(Cl)c3C)c(-n3nc(C)cc3C)nc2c1
 : . | -2% | -2%
> COc1cc(/C=N/NC(=O)c2ccc(Cl)cc2)ccc1OCC(=O)N1CC(C)OC(C)C1 (stereo not drawn)
 : 2% | 3% | 5%
> CC1CN(C(=O)CCC(=O)NCc2ccccn2)c2ccccc2O1 (stereo not drawn)
 : -6% | -12% | .
> Cc1ccc(S(=O)(=O)NC2CCCC2)cc1C
 : 3% | 7% | 0%

The whole of this part, repeating the preview:
The line under a structure holds: N370S GC | FEN1 inh | TDP1 block
> CCn1c(=O)c2sccc2n(Cc2cccc(C)c2)c1=O
 : -4% | -7% | .
> Cc1ccc2nc(Nc3cccc(Cl)c3C)c(-n3nc(C)cc3C)nc2c1
 : . | -2% | -2%
> COc1cc(/C=N/NC(=O)c2ccc(Cl)cc2)ccc1OCC(=O)N1CC(C)OC(C)C1 (stereo not drawn)
 : 2% | 3% | 5%
> CC1CN(C(=O)CCC(=O)NCc2ccccn2)c2ccccc2O1 (stereo not drawn)
 : -6% | -12% | .
> Cc1ccc(S(=O)(=O)NC2CCCC2)cc1C
 : 3% | 7% | 0%
> Cc1cc(NC(=O)c2ccc3c(c2)OCCO3)cc(-c2nc3ccccc3o2)c1O
 : . | 18% | 2%
> CCC(C)(C)c1ccc(OCCCC[n+]2ccccc2)c(C(C)(C)CC)c1
 : -18% | -10% | 1%
> O=C(CO/N=C/c1ccccc1)N1c2ccccc2Oc2ccccc21
 : 5% | -4% | -3%[56.1 µM]
> O=Nc1c(-c2ccccc2)cc2ccccn12
 : -5% | 5% | 6%
> COc1cccc(CNC(=O)c2ccc(NC(=O)N3CC(C)Sc4ccccc43)cc2)c1 (stereo not drawn)
 : . | 4% | 8%
> Cc1nc2ccccc2c2nc(N)nn12
 : 6% | 5% | 0%
> CN(Cc1ccccc1)S(=O)(=O)c1ccc(NC(=S)NC(=O)C2CCCCC2)cc1
 : 1% | -13% | 0%
> Cc1cc(C)cc(-n2ncc3c2CCCC3NC(=O)C2(C(N)=O)CC2)c1 (stereo not drawn)
 : -8% | -4% | -4%
> CC(C)OC(=O)CSc1ncnc2c1cnn2Cc1ccccc1
 : 7% | 9% | -1%
> CC1CCCC(NC(=O)COC(=O)c2sc3ccccc3c2Cl)C1C (stereo not drawn)
 : 13% | 6% | 3%
> O=C(CSc1nc(=O)n(CCCN2CCOCC2)c2c1CCCC2)Nc1cccc(F)c1
 : -5% | 8% | 8%
> CCN(CC)C(=O)CSc1nc(O)cc(=O)n1CC
 : 1% | 7% | -9%
> CC(O)c1cccc(NC(=O)Nc2cccc(NC(=O)Nc3cccc(C(C)O)c3)c2)c1 (stereo not drawn)
 : -13% | 4% | .
> CCN1CCN(C2=C(NS(=O)(=O)c3ccc(NC(C)=O)cc3)C(=O)c3ccccc3C2=O)CC1
 : 3% | -8% | 7%
> CC1(C)CC(=O)C([C@H]2C3=C(CC(C)(C)CC3=O)Oc3ccccc32)C(=O)C1
 : 2% | . | 4%
> O=C1CCC(C(=O)OCC(=O)C23CC4CC(CC(C4)C2)C3)N1 (stereo not drawn)
 : 5% | -2% | -2%
> CCOC(=O)[C@H]1[C@H]2COc3ccc(OC)cc3[C@@H]2N2C(=O)c3ccc(F)cc3NC(=O)[C@@]12C
 : -24% | -18% | 0%
> CC1(C)Cc2c(sc3c2c(=O)n(-c2ccc(Cl)cc2)c(=O)n3CC(N)=O)CO1
 : -2% | -2% | 5%
> COc1ccccc1C(=O)NNC(=S)NC(=O)c1cc(OC)c(OC)c(OC)c1
 : -1% | 15% | 9%
> Clc1cc(Cl)cc(C2=N[C@@H](Cc3ccccc3)CO2)c1
 : -10%[89.1 µM] | . | 2%
> Cc1ccc(-c2nc3ncccc3o2)cc1N
 : -15% | 16% | 1%
> Cc1ccc(N=C2SC(C(=O)O)CC(=O)N2C)cc1C (stereo not drawn)
 : 6% | 0% | 5%
> O=C(CN1C(=O)c2cccnc2Oc2ccc(Cl)cc21)NCCCN1CCCCC1
 : . | -10% | -10%
> O=C(NC(=S)Nc1ccc(O)cc1)c1ccccc1Cl
 : 11% | -10% | -1%
> COc1ccc(S(=O)(=O)N2CCCCCC2)cc1NC(=O)Cc1n[nH]c(=O)c2ccccc12
 : ? | -13% | ?
> CCCCN1CCCc2cc(CN(CCCN3CCOCC3)C(=O)Nc3ccc(CC)cc3)ccc21
 : . | 9% | 2%
> CCOC(=O)C1=C(CNCc2ccc(C)cc2)NC(=O)NC1c1ccc(OC)cc1 (stereo not drawn)
 : 9% | 7% | 12%
> O=C1CC(N2CCN(c3ccccc3O)CC2)C(=O)N1Cc1ccccc1 (stereo not drawn)
 : 9% | -10% | 6%
> Cc1ccc(-c2csc(=S)n2CC(=O)OCC(=O)NCc2ccco2)cc1
 : 1% | -10% | 9%
> CCn1nc(C)c(CN2CCN(Cc3ccsc3)C(CCO)C2)c1C (stereo not drawn)
 : 19% | 0% | -3%
> COc1ccc(C(=O)OCC(=O)c2c(N)n(C)c(=O)n(C)c2=O)c(OC)c1OC
 : . | 18% | 0%
> Cn1cc(CC(=O)NCCCN2CCCC2)c2ccccc21
 : 17% | -1% | 1%
> O=C(O)/C=C/c1cn(-c2ccccc2)nc1-c1cc2ccccc2o1
 : 21% | -5% | 3%
> N#C/C(=C\c1ccccc1)C(=O)Nc1cc(S(=O)(=O)N2CCOCC2)ccc1N1CCCC1
 : 2% | -8% | 3%
> CN(C)c1ccc(CNn2cnnc2)cc1
 : 3% | -1% | -2%
> O=C(CN1CCN(CCN2C(=O)c3cccc4cccc(c34)C2=O)CC1)c1ccc(Cl)cc1
 : -1% | . | 6%
> O=C(Nc1ccc(O)cc1)C1CCCN1S(=O)(=O)c1ccc(F)cc1 (stereo not drawn)
 : -1% | -3% | 0%
> Cc1cc(=O)n(Cc2ccccc2)c2c1c(C)nn2-c1ccccc1
 : . | 1% | -7%
> CCn1c(NC(=O)c2cccs2)c(-c2cccs2)c(=O)c2ccccc21
 : -20% | 7% | 1%
> CCNC(=S)NNC(=O)CCn1c2ccccc2c2ccccc21
 : -8% | 0% | 2%
> CCN1C(=O)[C@H]2[C@@H](c3ccc(-c4ccc(OC)cc4)cc3)N[C@@](CC(C)C)(C(=O)OC)[C@H]2C1=O
 : ? | -11% | -4%
> Cc1ccc(NC(=O)CNC(=O)c2sc3ccccc3c2Cl)nc1
 : -13% | 11% | 2%
> COc1ccc(/C(O)=C2/C(=O)C(=O)N(c3nc(C)c(C)s3)C2c2ccco2)cc1 (stereo not drawn)
 : 4% | 0% | -10%
> Clc1ccc(Nc2nc(-c3cccs3)cs2)nc1
 : -1% | 2% | 8%
> O=C(CN1C(=O)c2ccccc2C1=O)Nc1ccccc1C(F)(F)F
 : 4% | -1% | 3%

(continued)
The line under a structure holds: N370S GC | FEN1 inh | TDP1 block
> O=C(C1Cc2ccccc2CN1C(=O)c1ccccc1)N1CCN(c2ccccc2)CC1 (stereo not drawn)
 : 0% | 1% | 35µM*
> CCOc1ccc(C(C)=O)cc1CN1C(=O)NC2(CCCCCC2)C1=O
 : 0% | 1% | 6%
> Cc1csc(NC(=O)CSc2sc3c(O)cc(=O)[nH]c3c2C#N)n1
 : 1% | 50µM* | -13%
> COCCCNC(=O)CN1C(=O)CSc2ccc(S(=O)(=O)N3CCOCC3)cc21
 : 0% | 1%&12% | 7%&8%
> CCc1ccc(CNC(=O)c2cc3n(n2)CCCN(Cc2ccccc2)C3=O)cc1
 : . | -17% | 2%
> Cc1csc(=NC(=O)c2ccccc2)n1C
 : 27% | -3% | 5%
> COc1ccc(C2NC(=O)CCC2[N+](=O)[O-])c(OC)c1OC (stereo not drawn)
 : -12% | 28% | -11%
> CCS(=O)(=O)N1CCCC(C(=O)NCc2cccc(OC)c2)C1 (stereo not drawn)
 : -5% | 10% | 0%
> O=C(NCc1ccccc1)C(=O)NCC(c1ccco1)N1CCOCC1 (stereo not drawn)
 : 6% | 3% | 3%
> CCN1C(=NCC2CC2)N[C@@H](c2cccc(C(F)(F)F)c2)C(C(=O)OC)=C1C
 : 1%&-6% | -1% | .

Profiles, looked up by structure. Screens in order: N370S GC, FEN1 inh, TDP1 block
`O=C(C1Cc2ccccc2CN1C(=O)c1ccccc1)N1CCN(c2ccccc2)CC1` (stereo not drawn) is listed as 0%, 1%, 35µM*
`CCN1C(=NCC2CC2)N[C@@H](c2cccc(C(F)(F)F)c2)C(C(=O)OC)=C1C` is listed as 1%&-6%, -1%, .

Next structures.
The line under a structure holds: N370S GC | FEN1 inh | TDP1 block
> COc1ccc2c(c1)C(c1cc(OC)c(OC)c(OC)c1)CC(=O)O2 (stereo not drawn)
 : 2%[89.1 µM] | . | 6%
> CC(C)c1ccc(NC(=O)Cn2cc(S(=O)(=O)Cc3cccc(Cl)c3)c3ccccc32)cc1
 : . | 4% | 5%
> O=C(CNC(=O)c1ccco1)Nc1ccncc1
 : -8% | 7% | .
> CCOC(=O)/C(C#N)=C1/C=CN(Cc2ccccc2)C=N1
 : -4% | -9% | 5%
> CCOc1ccccc1NC(=O)COC(=O)C1CC(=O)N(c2c(C)cccc2C)C1 (stereo not drawn)
 : -3% | -2% | 3%
> COc1ccc(-c2[nH]ncc2CN(CCO)CC23CC4CC(CC(C4)C2)C3)c(OC)c1
 : -21% | 4% | -10%
> CSc1nnc(C)c(=O)n1COC(=O)c1ccc(S(=O)(=O)N2CCCC2)cc1
 : 10% | -10% | 0%
> Cc1ccc(-n2ncc(C(=O)Nc3ccc4c(c3)OCCO4)c2C2CCN(C(=O)OC(C)(C)C)CC2)cc1
 : . | -7% | 1%
> C=CCNC(=O)c1onc(CSc2ccc(OC)cc2)c1C(=O)O
 : 11% | -7% | 4%
> CCOC(=O)N1CCC(NC(=O)CS(=O)Cc2nc(-c3ccc(OC)c(OC)c3)oc2C)CC1 (stereo not drawn)
 : -7% | 7% | 5%
> COC(=O)c1ccc(NC(=S)N2CCN(Cc3cccc(C)c3)CC2)cc1
 : -7% | -21% | 6%
> CC(=O)Nc1ccc(S(=O)(=O)c2cc(O)ccc2O)cc1
 : 0% | 13% | 0%
> O=C(/C=C/c1c(F)cccc1Cl)c1ccc(F)cc1
 : 5% | -11% | -6%
> Cc1cc(C(=O)CN2CCC(C)CC2)c(C)n1-c1ccc(F)cc1
 : -2% | -11% | 2%
> O=C(NC(=S)Nc1ncccn1)c1ccccc1Br
 : -1% | 16% | 2%
> CCN1CCN(c2ccc(S(=O)(=O)N3CCCCC3)cc2NC(=O)/C=C/c2ccc(OC)c(OC)c2)CC1
 : ? | -28% | .
> O=C(/C=C/c1cn(-c2ccccc2)nc1-c1cccs1)NCCN1CCOCC1
 : -27% | 11% | 8%
> CCCCCn1c(N2CCC(C(N)=O)CC2)nc2c1c(=O)[nH]c(=O)n2C
 : 3% | -4% | -1%
> CC1CCCN(C(=O)Nc2ccc(Br)cc2Cl)C1 (stereo not drawn)
 : 15% | 4% | 5%
> N#C/C(=C/c1ccc(F)cc1)c1nc(CCN2C(=O)c3ccccc3C2=O)cs1
 : 2% | 0% | 0%
> O=C1CCCC2=C1C(Cc1ccccc1)C1=C(CCCC1=O)O2
 : 5% | 3% | 2%
> Cc1ccc(C2CC(=O)N3CN(Cc4ccco4)CSC3=C2C#N)cc1 (stereo not drawn)
 : 0% | -11% | 4%
> O=[N+]([O-])c1cccc(C(=S)N2CCN(c3ccccc3)CC2)c1
 : 1% | -8% | 8%
> CC(=O)Nc1ccc(OCC(O)CN2C(C)CCCC2C)cc1 (stereo not drawn)
 : -13% | 2% | 3%
> Cc1cc(C)cc(C(=O)NC(CC(N)=O)c2ccc(NC3CCCCCCC3)c([N+](=O)[O-])c2)c1 (stereo not drawn)
 : -5% | 17% | .
> COc1ccccc1P(=O)(c1ccccc1)c1ccc([N+](=O)[O-])cc1 (stereo not drawn)
 : -2% | 11% | .
> C=CCOc1ccc(/C=N/NC(=O)C(=O)N2CCCCCC2)cc1OC
 : 1% | -17% | 4%
> CCCCC(CC)CNC(=O)CCS(=O)(=O)c1cccc2nonc12 (stereo not drawn)
 : -1% | -3% | 7%
> COC(=O)C1(C)Nc2ccccc2C(=O)N1c1ccccc1OC (stereo not drawn)
 : ? | -2% | 4%
> O=C(CCn1c(=O)c2ccccc2n(CC(=O)N2CCN(c3ccccc3)CC2)c1=O)NCc1ccco1
 : 3% | 12% | 5%
> COc1cccc(C(=O)OCC(=O)c2ccc(Br)s2)c1OC
 : . | -21% | -5%
> CN1CCN(Cc2c(O)ccc3cc(-c4ccccc4)c(=O)oc23)CC1
 : . | -10% | 3%
> Cc1cc(NC(=O)CCC(=O)N(CC(=O)NCC2CCCO2)c2ccc(Cl)c(Cl)c2)no1 (stereo not drawn)
 : -2% | -4% | 7%
> Cc1ccc(OCCCC(=O)Nc2ccc(S(=O)(=O)Nc3cc(C)nc(C)n3)cc2)cc1
 : -1% | 7% | .
